KOR beta-arrestin-1 – KOR agonists, beta-arrestin recruitment, primary screen, cell-based, luminescence, uHTS (AID 1777); KOR beta-arrestin recruitment, luminescence; higher % means a stronger effect; one-dose activation, % at 10 µM; EC50 in µM for titrated hits; actives 0.02% (n = 280,000); in the data active means activation above about 50%, passing the limit was not always enough; further: a part of the inactive calls stands beside numbers as strong as those of hits
GPR55 LPI antagonism – inhibition of LPI-stimulated GPR55 beta-arrestin translocation – imaging, U2OS, beta-arrestin-GFP, LPI agonist, primary screen (AID 2013); inhibition, % at 10 µM, or IC50 in µM where a hit was titrated; U2OS GPR55 beta-arrestin-GFP translocation imaging, LPI antagonism; higher % means a stronger effect; actives 0.13% (n = 290,000);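 active means spots per cell inhibited over 60%, with over 100 cells counted and total cytoplasm intensity under 500,000; inconclusive means wells with under 100 cells, flagged as likely toxic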;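 further: U2OS cells stably carrying GPR55 and arrestin-GFP stimulated by 5 µM LPI near EC80; imaged beta-arrestin-GFP aggregate spots per cell after agonist stimulation; plate controls were LPI-stimulated DMSO wells for no effect and DMSO wells without LPI for full effect; some results filed as inactive read as strong as hits; confirmed hits need IC50 under 10 µM and bright autofluorescent wells are also inconclusive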
Myeloid diff MLP – promotes myeloid progenitor differentiation | actives 1% (n = 360,000) | ER-HoxA9 myeloid progenitors, lysozyme-GFP differentiation, flow cytometry | calls only at 10 µM;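 active means normalized GFP-positive differentiation at or above the plate's own cutoff, the solvent-only control mean plus 3 SD; inconclusive means no clear call, values can overlap the other calls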;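 further: cells exposed to compound for four days before flow analysis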
NTR1 agonist – agonists of NTR1, primary screen, imaging, U2OS cells, beta-arrestin-GFP, high content (AID 493036) | P30989 | NTR1-U2OS beta-arrestin-GFP spot imaging, agonist mode | activation, % at 20 µM | actives 0.17% (n = 330,000);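 active means activation at or above 40% of the spot to cytoplasm intensity ratio, with at least 20 cells analyzed; inconclusive means wells under 20 cells, flagged as cytotoxic or low count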;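 further: 0% = DMSO without peptide and 100% = 100 nM NTR1 peptide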
Target sequence (P30989 whole entry, looked up): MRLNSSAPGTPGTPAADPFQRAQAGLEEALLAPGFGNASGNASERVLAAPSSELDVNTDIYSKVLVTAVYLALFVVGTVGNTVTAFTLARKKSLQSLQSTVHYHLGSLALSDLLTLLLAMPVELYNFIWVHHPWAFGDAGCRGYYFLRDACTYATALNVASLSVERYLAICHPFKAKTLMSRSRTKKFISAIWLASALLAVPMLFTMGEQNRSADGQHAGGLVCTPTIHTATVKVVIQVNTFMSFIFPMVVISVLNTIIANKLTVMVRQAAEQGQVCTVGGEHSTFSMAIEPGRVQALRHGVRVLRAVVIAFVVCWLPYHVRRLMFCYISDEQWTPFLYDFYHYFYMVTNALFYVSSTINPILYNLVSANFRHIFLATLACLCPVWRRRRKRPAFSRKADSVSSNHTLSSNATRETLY
NOD1 NF-kB reporter – NOD1 signaling inhibitors, primary screen, cell-based, luminescence, uHTS (AID 1578) | NOD1-driven NF-kB luciferase reporter cells, luminescence; higher % means a stronger effect | inhibition, % at 4 µM, or EC50 in µM where a hit was titrated | actives 1% (n = 290,000); in the data active means inhibition mostly above about 36%, no sharp cut-off; inactive means mostly below about 34%;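 further: HEK-293T reporter cells stimulated with the NOD1 agonist gamma-tri-DAP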
KOR beta-arrestin-2 – KOR antagonists, beta-arrestin recruitment, cell-based, luminescence, uHTS (AID 1778); one-dose inhibition, % at 10 µM; IC50 in µM for titrated hits; actives 0.091% (n = 290,000); KOR beta-arrestin recruitment, luminescence, antagonist mode; higher % means a stronger effect; further: strong numbers were not always called active
GPR55 activation – selective activators of receptor GPR55 – imaging, U2OS cells, beta-arrestin-GFP redistribution, primary screen (AID 1961); U2OS GPR55 beta-arrestin-GFP redistribution imaging; higher % means a stronger effect; one-dose activation, % at 10 µM; EC50 in µM for titrated hits; actives 0.048% (n = 290,000);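 active means activation above 40% with more than 50 cells counted in the well; inconclusive means wells holding fewer than 50 cells, flagged as toxic or sparse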;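 further: U2OS osteosarcoma cells stably expressing GPR55 and beta-arrestin-GFP; plate controls were DMSO negative control for no effect and LPI positive control for full effect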
T cell HTS – modulates CD8 T cell binding to vesicles; 2C CD8+ T cell-vesicle binding, flow cytometry; stronger effect = lower value; calls only at 7 µM; actives 0.068% (n = 330,000); AID 2052;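 active means response, share of CD8 T cells binding vesicles, and their 90th percentile fluorescence all below set limits, cut at about 80% in these data, passing the limit was not always enough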
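Read-out – percent CD8+ FL2 mean versus row control · System – murine 2C transgenic CD8+ T lymphocytes · Times – 1.5 h cell–vesicle binding at 37 °C, then 20 min icy labelling · Control set – naked vesicles low, QL9 vesicles with vehicle high · Detection – cytometric PE anti-B7-1 and Alexa647 anti-CD8 signals after 1% paraformaldehyde fixation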
NOD2 inhibition – NOD2 signaling inhibitors, cell-based, luminescence, uHTS, HEK293 (AID 1566); one-dose inhibition, % at 4 µM; EC50 in µM for titrated hits; actives 0.63% (n = 290,000); HEK293 NOD2/NF-kB luciferase reporter, luminescence; higher % means a stronger effect; further: many of its hits are not listed in these tables
T cell HTS vesicle-bound % – further read-out of T cell HTS, marked with its call; double positive events, %; measured here: CD8+ vesicle-bound cell fraction;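 binding gate set so that unloaded-vesicle control wells show 10% double positive cells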
NTR1 agonist cell count 20 µM – further read-out of NTR1 agonist, marked with its call; cell count; measured here: cell count, cytotoxicity flag
Myeloid diff MLP GFP+ MAC1+ % – further read-out of Myeloid diff MLP, marked with its call; GFP+ MAC1+ double positive, %; measured here: differentiation confirmed by MAC1 staining
The depositor's hits bear a star; i = inactive; ? = inconclusive; . = no result given; + = active, no number; [ ] = remark or other dose. Unless noted, no stated cut-off is given here; in the data, active means inhibition above about 50%; inactive means the rest. A portion of the library; rates above refer to the full screens.

SMILES	KOR beta-arrestin-1	GPR55 LPI antagonism	Myeloid diff MLP	Myeloid diff MLP GFP+ MAC1+ %	NTR1 agonist	NTR1 agonist cell count 20 µM	NOD1 NF-kB reporter	KOR beta-arrestin-2	GPR55 activation	T cell HTS	T cell HTS vesicle-bound %	NOD2 inhibition
COc1ccccc1CN(C)C(=O)c1cc(-c2cccs2)nc2ccccc12	-2.9%	-9%	i	0.5	18	47	20%	-8%	0.0%	i	35	32%
CCc1ccc(Nc2ncc3c(n2)CC(C)CC3=O)cc1 (configuration not stated)	0.8%	12%	i	0.5	1.7	41	-58%	-18%	-0.1%	i	62	-134%
COc1ccc(C(=O)OCC(=O)Nc2ccc(Cl)cn2)cc1	-6.1%	10%	i	1.2	-1.1	72	-2%	16%	0.2%	i	57	0%
CNC(=O)CN1C(=O)COc2ccc(S(=O)(=O)N3CCCCCC3)cc21	3.6%	4%	i	0.6	1.5	58	8%	0%	-0.4%	i	33	25%
CC(C)CC(COCc1ccc(Cl)cc1)N1CCN(C(=O)c2cccc(C(F)(F)F)c2)CCC1=O (configuration not stated)	1.3%	0%	i	2.0	15	102	-18%	-1%	-0.1%	.	.	10%
CCOC(=O)N1CCN(C(=S)Nc2ccc(C)cc2C)CC1	4.0%	2%	i	0.1	1.8	99	-23%	-10%	0.0%	i	58	-3%
NC(=O)c1cc(S(=O)(=O)N2CCc3ccccc3C2)cs1	5.3%	-7%	i	0.6	-1.2	56	-9%	-14%	-0.1%	i	35	31%
Cc1cccc(C(=O)NCCN2CCOCC2)c1[N+](=O)[O-]	7.8%	13%	i	0.3	-1.6	58	22%	8%	0.0%	i	39	11%
O=C(O)c1ccc(CN2CCOCC2)o1	-5.4%	6%	i	0.3	-0.4	46	-11%	-3%[20 µM]	-0.3%	i	40	16%
O=C(O)C1(NS(=O)(=O)c2ccc(F)c(Cl)c2)CCCCC1	-4.3%	-4%	i	6.9	-2.5	66	-9%	25%	-0.1%	i	41	5%
CCOc1ccc2cc(S(=O)(=O)n3ccnc3C)ccc2c1	-0.1%	-6%	i	0.7	1.0	46	4%	9%	-0.1%	i	28	8%
CCOc1ccccc1N(C(=O)c1snc(C(N)=O)c1N)C(C(=O)NC1CCCC1)c1cccs1 (configuration not stated)	1.8%	0%	i	1.4	1.0	72	16%	-15%	-0.1%	i	20	-4%
CSCc1ccc(C(=O)Nc2cc(C)cc(C)c2)cc1	-0.1%	19%	i	0.3	0.9	43	-41%	-13%	0.0%	i	52	-48%
COC(=O)C1=CN(c2ccc(F)cc2)C=C(C(=O)OC)C1c1ccc(O)cc1	-1.6%	-1%	i	0.6	3.3	87	-6%	11%	0.6%	i	42	21%
COC(=O)c1sccc1S(=O)(=O)NC(C)c1cnn(-c2ccc(OC)cc2)c1C (configuration not stated)	7.1%	-3%	i	1.3	0.0	55	-8%	-7%	-0.1%	i	34	12%
COCCNC(=O)c1cccc(OC2CCN(Cc3cccc(SC)c3)CC2)c1	-2.5%	-1%	i	0.5	0.0	60	-5%	4%	-0.1%	i	54	13%
C=CCOc1ccc(/C=C2\SC(=S)N(C(C(=O)O)c3ccccc3)C2=O)cc1 (configuration not stated)	3.9%	15%	i	1.3	.	.	-5%	5%	-0.1%	.	.	-3%
O=C(NC1CCCC1)C1CCCN(S(=O)(=O)c2cccc3cccnc23)C1 (configuration not stated)	1.4%	-8%	i	4.4	-0.1	56	-23%	8%	-0.3%	i	25	-10%
O=C(c1ccco1)N1CCN(S(=O)(=O)N2CCOCC2)CC1	0.3%	4%	i	1.6	-0.6	66	-6%	11%	0.6%	i	45	7%
CCOC(=O)c1[nH]c2ccc(Br)cc2c1NC(=O)CCN1CCOCC1	1.0%	5%	i	0.9	0.4	31	-7%	16%	0.3%	i	37	12%
COC(=O)[C@@H]1CC[C@H](C)[C@@H](c2ccc(C)cc2)N1C(=O)c1ccc(/C=N/O[C@@H](C)CN2CCCCc3nc(C)c(C)cc32)cc1	3.5%	11%	.	.	16	87	64%	-34%	-0.1%	.	.	-18%
Cc1cc(C)c(S(=O)(=O)N(C2=NCCS2)S(=O)(=O)c2c(C)cc(C)cc2C)c(C)c1	0.5%	-5%	i	1.0	3.6	47	2%	-5%	0.3%	i	46	-7%
O=C(O)C1CC=CCC1C(=O)Nc1cccc(C(=O)N2CCCCC2)c1 (configuration not stated)	-1.5%	-4%	i	5.3	-0.6	62	30%	-61%	-0.1%	i	8	0%
O=C(NCc1ccc(Cl)cc1)c1cc2c(nc3sccn32)s1	-7.8%	0%	i	1.2	0.6	69	-47%	23%	0.8%	i	29	-5%
O=C(NC(=S)Nc1ccc(F)c(Cl)c1)C1CC1	-1.6%	-20%	i	0.0	0.0	54	6%	26%	-0.1%	i	62	3%
CCn1c2ccccc2c2nnc(SCC(=O)OCN3C(=O)c4ccccc4C3=O)nc21	0.4%	18%	i	0.7	0.1	32	-4%	-1%	-0.2%	i	58	-4%
Cc1ccccc1NC(=O)c1ccc2c(c1)C(=O)N(CCC(C)C)C2=O	-0.4%	1%	i	1.5	-0.6	64	14%	-4%	0.2%	i	52	20%
FC(F)(F)c1cccnc1-n1cncn1	3.7%	6%	i	0.6	2.6	51	-6%	20%	0.1%	i	13	16%
COC(=O)C(O)(NC(=O)c1ccncc1)C(F)(F)F (configuration not stated)	-1.0%	8%	i	0.1	-2.7	55	2%	16%	-0.1%	i	26	24%
C=CCOc1ccccc1CNc1cccc(F)c1	0.3%	11%	i	0.8	1.9	45	2%	21%	0.1%	i	38	20%
COc1ccc(CNC(=O)CCCc2ccccc2)cc1	6.1%	2%	i	0.0	0.3	49	10%	-32%	-0.8%	i	50	11%
CC(=O)CSc1nnc(-c2ccc3c(c2)OCO3)o1	-0.8%	-5%	i	2.3	2.9	75	6%	-64%	0.5%	i	37	-24%
COCCCNC(=S)N1CCN(C(=O)c2ccco2)CC1	0.1%	1%	i	0.8	-2.4	63	-19%	14%	-0.3%	i	35	4%
O=C1CN(S(=O)(=O)c2ccc(Cl)cc2C(F)(F)F)CCN1	-1.3%	0%	i	0.5	-0.4	71	-24%	-5%	0.6%	i	20	11%
Cc1ccc(CN(CC(=O)NC2CCCC2)C(=O)c2csnn2)cc1	3.4%	-1%	i	0.5	0.9	53	-5%	-8%	-0.1%	i	42	-2%
O=C(C1CCN(Cc2ccc(Cl)cc2)CC1)N1CCN(Cc2ccc3c(c2)OCO3)CC1	13%	13%	i	1.4	1.3	66	-10%	-4%	0.0%	i	61	19%
CC(C)Oc1cccc(NC(=O)c2cnccc2C(F)(F)F)c1	1.3%	-3%	i	0.3	0.7	48	-4%	14%	0.3%	i	53	2%
Cc1ccc(-c2cn3c(n2)SCC3)cc1	-2.4%	-4%	i	0.1	-0.9	90	-40%	-13%	0.1%	i	54	-56%
Cc1ccc(NC(=O)c2ccc([N+](=O)[O-])o2)c(C)c1	.	6%	+	0.6*	3.5	42	-22%	-10%[20 µM]	0.2%	i	42	10%
CN1CCN(C2=C(Cl)C(=O)C(c3cnc(N4CCCCC4)s3)=C(Cl)C2=O)CC1	4.2%	14%	?	.	6.6	74	14%	4%	0.4%	i	31	18%
C[C@H](NC(=O)C1CC(=O)N(c2ccc3c(c2)OCCO3)C1)C(=O)NCc1ccco1 (some centres not stated)	-6.6%	13%	i	5.3	-1.7	64	-32%	-12%	0.3%	i	16	11%
O=C(COC(=O)c1cnccn1)c1ccc2ccccc2c1	1.5%	5%	i	3.3	-0.5	47	9%	-28%	0.0%	i	49	7%
Cc1ccc(S(=O)(=O)N(CC(=O)NCC2CCCO2)Cc2ccc(F)cc2)cc1 (configuration not stated)	5.9%	-13%	i	0.6	-1.1	27	-4%	-15%	-0.4%	i	39	-9%
O=C(N1CCOCC1)C12CC3CC(C1)CC(n1cnc(Cl)n1)(C3)C2	-0.7%	10%	i	0.4	0.3	46	-22%	-12%	0.5%	i	20	8%
COc1cc(OC)c(C2N(c3ccccn3)C(=O)C3CCCN32)cc1OC (configuration not stated)	2.0%	3%	i	2.7	1.6	53	0%	-21%	0.0%	i	24	16%
Cc1csc(SCc2nc3sc4c(c3c(=O)[nH]2)CCC4)n1	-4.8%	5%	i	0.7	.	.	-12%	-5%	-0.1%	.	.	18%
Cc1cccc(S(=O)(=O)N2CN(CC3CCCO3)c3nc4ccccc4nc32)c1 (configuration not stated)	-3.1%	9%	i	1.0	0.5	61	-9%	4%	-0.1%	i	2	-7%
O=C(NC1CCCCC1)c1ccc2[nH]c(=O)c(=O)[nH]c2c1	13%	-8%	i	1.7	-0.2	52	4%	-25%	-0.1%	i	15	-1%
S=C(Nc1ccccc1)N1CCC(Cc2ccccc2)CC1	-3.3%	-15%	i	0.7	1.3	52	-15%	21%	0.2%	i	58	-5%

A draw from above in order of heavy-atom count, lowest first:
SMILES	KOR beta-arrestin-1	GPR55 LPI antagonism	Myeloid diff MLP	Myeloid diff MLP GFP+ MAC1+ %	NTR1 agonist	NTR1 agonist cell count 20 µM	NOD1 NF-kB reporter	KOR beta-arrestin-2	GPR55 activation	T cell HTS	T cell HTS vesicle-bound %	NOD2 inhibition
NC(=O)c1cc(S(=O)(=O)N2CCc3ccccc3C2)cs1	5.3%	-7%	i	0.6	-1.2	56	-9%	-14%	-0.1%	i	35	31%
COc1cc(OC)c(C2N(c3ccccn3)C(=O)C3CCCN32)cc1OC (configuration not stated)	2.0%	3%	i	2.7	1.6	53	0%	-21%	0.0%	i	24	16%
COc1ccccc1CN(C)C(=O)c1cc(-c2cccs2)nc2ccccc12	-2.9%	-9%	i	0.5	18	47	20%	-8%	0.0%	i	35	32%
CCOc1ccccc1N(C(=O)c1snc(C(N)=O)c1N)C(C(=O)NC1CCCC1)c1cccs1 (configuration not stated)	1.8%	0%	i	1.4	1.0	72	16%	-15%	-0.1%	i	20	-4%

Screens as filed in PubChem.
